High-throughput results as filed in PubChem BioAssay.
Insulin prom inh: TRM-6 insulin promoter activity inhibition. TRM-6 cells (human fetal islet line), insulin promoter-eGFP reporter, imaging; reporter expression induced with tamoxifen. inhibition, % at 2 µM. 0.9% of 130,000 active. AID 1273;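 active = inhibition above the mean plus 3 SD, with well images judged a real hit on visual review, cut at about 60% in these data, passing the limit was not always enough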
SDO1 yeast rescue: restores growth of sdo1-depleted yeast. S. cerevisiae sdo1-depleted JHY4D growth rescue, OD600 30 h; active compounds read high; pdr5 snq2 efflux-pump mutant strain. z-score at 10 µM. 0.21% of 140,000 active;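 active = z-score above 3 at both the 24 hr and the 30 hr optical density reads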;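 also: z-score against mean and SD of all compound wells on the same plate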
SDO1 yeast rescue Rescue 24 h: further read-out of SDO1 yeast rescue, marked with its call; z-score; S. cerevisiae sdo1-depleted JHY4D growth rescue, OD600; measured here: growth rescue at 24 h;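 0 is the plate mean of compound wells and units are plate SD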
Active calls of the source: *; nt = not tested or not shown; [ ] = another dose, or the depositor's remark.

SMILES	Insulin prom inh	SDO1 yeast rescue	SDO1 yeast rescue Rescue 24 h
N=c1oc2ccc3ccccc3c2cc1-c1nc(-c2ccccc2)cs1	-35	-0.67	0.04
Cn1ncc(C#N)c1/N=C/N1CCOCC1	-288	1.6	1.4
O=C(c1ccc(Cl)cc1)N1CCCC(c2ccccc2)=N1	nt	-2	-1.3
O=C(NCC1CCCO1)c1ccccc1-c1nc(-c2ccccc2)no1 (configuration not stated)	nt	0.28	-0.12
Cc1ccc(C(=O)C[n+]2cc(Br)cc(Br)c2)cc1[N+](=O)[O-]	nt	2	2.3
Cc1cc(C(c2nnnn2Cc2ccccc2)N2CCOCC2)c(C)n1-c1ccc2c(c1)OCO2 (configuration not stated)	18	-0.47	-0.42
O=C(N1CCCCCC1)N1CCN(S(=O)(=O)N2CCCCC2)CC1	0	0.24	0.51
Clc1ccc(CSc2nnc(CN3CCOCC3)n2-c2ccccc2)cc1Cl	-37	-0.62	-0.48
CC(C)OC(=O)NC(C)(C)COC(=O)Nc1cccc(Cl)c1	-95	-0.58	-0.99
O=C(CN1C(=O)/C(=C\c2ccccc2Cl)Oc2ccccc21)NCc1cccnc1	-20	nt	nt
COc1ccc(Cl)cc1NC(=O)N1CCN(CCc2ccccc2)CC1	-33	-0.1	-0.69
O=C(O)CCc1ccc(-c2ccc(F)cc2)n1CCC(=O)O	-156	0.37	0.28
O=C(Nc1cc(C(=O)N2CCCC2)ccc1N1CCCC1)c1ccccc1F	-114	-1.3	0.2
O=C(CCC(=O)Nc1cccc2ccccc12)N/N=C/c1ccco1	23	1.5	1.1
COc1ccc(-n2c(=O)c3c4c(sc3n3c(C)nnc23)CC(C)CC4)cc1 (configuration not stated)	-244	nt	nt
Oc1ccc(N=Cc2ccc(-c3cccs3)s2)cc1	nt	0.16	0.67
CC1=NN(c2ccccc2)C(=O)/C1=C/c1ccc[nH]1	25	-0.88	-0.61
CCc1nnc(NS(=O)(=O)c2ccc(NC(=O)c3ccccc3C)cc2)s1	-15	nt	nt
CCNC(=O)O/N=C(\C)c1sc(-c2ccccc2)nc1C	nt	-0.11	-0.37
Fc1ccc(C(c2nnnn2C2CCCC2)N2CCN(Cc3ccccc3)CC2)cc1 (configuration not stated)	nt	-0.64	-1.2
O=c1c[n+]([O-])c2ccccc2n1OCc1ccccn1	-59	-0.19	-0.3
O=C(CCCCCC(=O)N(CCO)CCO)N(CCO)CCO	nt	-0.81	-1
COc1ccc(N2C(=O)N(Cc3cccc(F)c3)c3ccccc3S2(=O)=O)cc1	-64	nt	nt
CC(C)=CCC/C(C)=C/CCC(C)NCCN1CCNCC1 (configuration not stated)	nt	-1.9	-0.47
CSc1ccc(CN(C)CC(=O)Nc2ccc(NC(C)=O)cc2)cc1	18	nt	nt
O=[N+]([O-])c1ccc2n[nH]nc2c1	-21	0.82	1
COc1ccc(NC(=O)c2ccc3c(c2)C(=O)N(Cc2cccnc2)C3=O)cc1	43	-1.8	-0.41
CC(C(=O)N1CCCc2ccccc21)N1C(=O)c2ccccc2C1=O (configuration not stated)	31	-0.44	-0.17
O=C(COC(=O)c1cc(=O)[nH]c2ccc(Br)cc12)c1ccccc1	20	nt	nt
Cc1c(Cl)ccc2sc(NC(=O)CN3C(=O)c4ccccc4C3=O)nc12	35	-0.21	0.18
CCOC(=O)Cc1csc(NC(NC(=O)OCC)(C(=O)OCC)C(F)(F)F)n1 (configuration not stated)	38	0.79	1.3
Cc1sc(NC(=O)/C=C/C(=O)O)c(C(N)=O)c1-c1ccc(C(C)(C)C)cc1	-5	-0.76	-0.86
C/C(=N/N=C(/N)SCc1ccccc1)C(C)(C)C	-12	nt	nt
COC(=O)c1[nH]c(C)c(/C(O)=C2\C(=O)C(=O)N(CCN(C)C)C2c2ccccc2OC)c1C (configuration not stated)	nt	0.27	0.26
COC(=O)C(C)N1C(=O)S/C(=C/c2cc(C)n(C(C)C)c2C)C1=O (configuration not stated)	23	0.4	0.1
O=C(Cn1nc(-c2ccccc2Cl)ccc1=O)Nc1ccccc1-c1ccccc1	-58	nt	nt
CC(=O)OC(C(=O)NCCc1ccccc1)c1cccnc1 (configuration not stated)	-3	-0.21	-0.54
Cc1nc2ccc(NC(=O)c3ccc(S(=O)(=O)N(C)C)cc3)cc2s1	-17	nt	nt
Cc1ccc(/C=C/C(=O)NC(C)c2ccccc2)cc1 (configuration not stated)	54	-1.5	-1.3
CCOc1cc(S(=O)(=O)Nc2ccc(Cl)cn2)ccc1F	16	-1.1	-0.62
COC(=O)C1=C(C)OC(N)=C(C#N)C1c1ccc(OC)c(CSc2ccccn2)c1 (configuration not stated)	27	-0.03	-0.41
Nc1cc(=O)[nH]n1C1CCN(c2ccccc2)CC1	11	0.11	-0.51
COc1cc(CN2CCC(C(=O)N3CCN(c4ccccc4F)CC3)CC2)cc(OC)c1OC	4	0.85	1.2
O=C(NC1CC2CCCC(C1)N2C(=O)Nc1ccccc1)c1ccncc1 (configuration not stated)	7	0.04	0.57
COc1cc(-c2nn3c(COc4ccccc4)nnc3s2)cc(OC)c1OC	nt	0.6	1
COC(=O)C1CCN(C(c2cccs2)c2sc3nc(C)nn3c2O)CC1 (configuration not stated)	-20	nt	nt
CCn1ncc(NC(=S)NCCc2ccc(OC)c(OC)c2)c1C(N)=O	-42	nt	nt
N/C(=N\OC(=O)c1cccc(Br)c1)c1ccccc1	-10	-2.2	-1.3
Cc1ccc(N(CC(=O)NCCSc2nc3ccccc3s2)S(=O)(=O)c2ccccc2)c(C)c1	24	-1.3	-0.79
COc1ccc(-c2cc(CNC(=O)CCl)on2)cc1	-4	1	-0.87
CNC(=O)CSc1n[nH]c(-c2cc(Cl)ccc2OC)n1	24	nt	nt
COc1cc(Br)cc(/C=N/NC(=O)Cc2ccc(C(F)(F)F)cc2[N+](=O)[O-])c1O	nt	0.38	1.3
O=c1c2ccccc2c(-c2ccc(Br)cc2)nn1Cc1ccccc1	-32	-0.69	0.08
CCOCCCNC(=O)CSCc1nc(-c2ccc(SC)cc2)oc1C	-50	nt	nt
O=C(CN1CCN(c2ncccn2)CC1)NCCC1=CCCCC1	18	-0.56	-0.23
COc1ccc(CC(=O)Nc2ccc(-c3nnc(-c4ccccc4)o3)cc2)cc1	-6	0.48	2.6
COc1cccc2c(C)nc(Nc3nc(CSc4nnc(C)s4)cc(=O)[nH]3)nc12	-3	0.55	0.74
CC(C)(C)n1nnnc1C(c1cccnc1)N1CCN(c2ccccc2F)CC1 (configuration not stated)	38	1.8	2.2
Cc1ccc2cc(CN(CCCN3CCOCC3)C(=O)NC3CCCCC3)c(=O)[nH]c2c1C	nt	-0.09[5.1 µM]	-0.83
O=C(/C=N/O)NCc1cccnc1	-38	-0.21	-0.59

Copied from the list.
COc1cc(CN2CCC(C(=O)N3CCN(c4ccccc4F)CC3)CC2)cc(OC)c1OC in SDO1 yeast rescue reads 0.85
Cc1ccc(N(CC(=O)NCCSc2nc3ccccc3s2)S(=O)(=O)c2ccccc2)c(C)c1 in SDO1 yeast rescue Rescue 24 h reads -0.79
COC(=O)C1=C(C)OC(N)=C(C#N)C1c1ccc(OC)c(CSc2ccccn2)c1 (configuration not stated) in SDO1 yeast rescue reads -0.03
COc1ccc(-c2cc(CNC(=O)CCl)on2)cc1 in SDO1 yeast rescue reads 1

More structures.
SMILES	Insulin prom inh	SDO1 yeast rescue	SDO1 yeast rescue Rescue 24 h
CC(=O)c1c(C)nc(-c2ccc(OCC(=O)Nc3cccc(C)c3C)cc2)n1O	57	nt	nt
Cc1ccc(-c2cc(C(F)F)n3ncc(C(=O)N4CCCc5ccccc54)c3n2)cc1	-231	-0.6	1.8
CCOC(=O)c1c(C)[nH]c(C(=O)Nc2ccc(C)c(Cl)c2)c1C	-75	0.03	0.49
COc1ccc(CCC(=O)Nc2ccc(N3CCOCC3)cc2)cc1	0	1.6	1
Cc1ccc(C(=O)C(C)[n+]2cccc(C(N)=O)c2)cc1 (configuration not stated)	-11	nt	nt
COC(=O)c1ccc(NC(=O)CSc2nnc(Cc3cccn3C)n2-c2ccc(F)cc2)cc1	nt	-0.93	-0.9
O=C(c1nnc(Cc2ccc(Cl)cc2)o1)N1CCOCC1	15	0.45	0.03
CC1CN(C(=O)COC(=O)c2cccs2)CC(C)O1 (configuration not stated)	nt	0.36	-0.47
CC(C)C(=O)NC(NC(=S)NC1CCS(=O)(=O)C1)C(Cl)(Cl)Cl (configuration not stated)	-429	0.35	0.08
CC(=O)C1=C(NC(=O)c2ccc(F)cc2)CC2C1C2(C)C (configuration not stated)	0	-0.99	-1
O=C(C(c1ccccc1)c1ccccc1)N1CCN(CCN2C(=O)c3cccc4cccc(c34)C2=O)CC1	-43	-1.4	-0.87
C/C(=N\NC(=O)c1ccc(Cn2cc(Br)cn2)o1)c1cccc(NC(=O)C(C)(C)C)c1	-33	1.2	-0.82
Nc1nc2c(ncn2COC(CO)CO)c(=O)[nH]1	-138	0.2	0.83
CCCNC(=O)COC(=O)CCC(=O)c1ccc(F)cc1	-16	1.2	0.96
c1csc(CCNc2ncnc3sc4c(c23)CCC4)c1	nt	-1.8	-1.5
Cc1ccc(/C=N/Nc2cccc(C(=O)O)c2)s1	18	1.4	1.6
CSCC[C@H](NC(=O)c1nn(C)c(=O)c2ccccc12)c1nc2ccccc2[nH]1	-22	-0.18	-0.19
COC(=O)c1cc(OC)c(OC)cc1NC(=O)CCc1ccc(C)o1	-5	0.14	0.19
C=CCn1c(SCc2csc(C)n2)nc2scc(-c3ccc(C)o3)c2c1=O	-4	-1.2	0
CN1C(=O)c2ccc(N(C)C)cc2C1=O	0	-0.58	-0.43
Cc1ccc(C)c(NC(=O)c2cnc3n(c2=O)CCS3)c1	-7	nt	nt
CCOC(=O)N1CCN(C(=O)c2ccc(-n3c(C)ccc3C)cc2)CC1	nt	0.76	0.48
O=C(O)C1CSC(c2coc3ccccc3c2=O)N1 (configuration not stated)	nt	-0.54	-0.32
CCN1CCN(c2ccc(NC(=O)CCc3c(C)nc4c(-c5ccc(F)cc5)c(C)nn4c3C)cc2)CC1	-53	nt	nt
Cc1cccc(OCCC(=O)Nc2ccc(F)c(Cl)c2)c1	-11	-0.9	-0.5
CN(C)CCOC(C1CCCCC1)C1CCCCC1	-18	-0.13	-0.6
Cn1c(=O)[nH]c(=O)c2c1nc(Br)n2CC(O)c1ccccc1 (configuration not stated)	26	0.79	0.32
Cc1cc(C)c(S(=O)(=O)N2CCCCC2)cc1N(C)S(=O)(=O)c1ccc(Cl)cc1	-43	-0.58	-0.32
CC(=O)/C=C1\SC(CC(=O)O)C(=O)N1c1ccccc1 (configuration not stated)	5	-0.06	-1.5
CC1(C)CC(=O)C2=C(C1)OC1=C(C(=O)CC(C)(C)C1)C2(C)C	26	-0.14	0.25
COC(=O)c1c(NC(=O)c2cccnc2Cl)sc(C(=O)N(C)C)c1C	27	0.7	0.07
COc1ccc(-n2c(Cn3c(=O)sc4ccccc43)nnc2SC)cc1	nt	-0.25	-0.18
Cn1cccc1C(=O)NC(=O)COC(=O)c1cc([N+](=O)[O-])ccc1Cl	-7	nt	nt
Cc1ccc2nc(N3C(=O)C(O)=C(C(=O)c4ccco4)C3c3cccs3)sc2c1 (configuration not stated)	30	1.2	1.1
CCOC(=O)C1=C(C)NC(C)=C(C(=O)OCC)C1c1cn(-c2ccccc2)nc1-c1ccco1	-36	-1.6	-0.35
CC(=O)Nc1c(O)nc(SCC(=O)Nc2ccc(C(C)=O)cc2)[nH]c1=O	8	-0.1	-0.62
CN(CC(=O)Nc1ccc(Cl)cc1)CC(=O)Nc1cc(Cl)ccc1C#N	-19	-1.7	-0.24
O=c1c2ccccc2oc2nc(-c3cccs3)n(CCc3ccccc3)c(=O)c12	-23	-0.91	-1
CC(=O)Nn1c(-c2ccccc2)cc2ccccc21	-21	-0.8	-1.3
CN1C(=O)c2ccc(NC(=O)CCS(=O)(=O)c3ccccc3)cc2C1=O	-8	nt	nt

Retrieved by structure from the list above, two records:
SMILES	Insulin prom inh	SDO1 yeast rescue	SDO1 yeast rescue Rescue 24 h
CN(CC(=O)Nc1ccc(Cl)cc1)CC(=O)Nc1cc(Cl)ccc1C#N	-19	-1.7	-0.24
CC(=O)Nc1c(O)nc(SCC(=O)Nc2ccc(C(C)=O)cc2)[nH]c1=O	8	-0.1	-0.62

Additional records
SMILES	Insulin prom inh	SDO1 yeast rescue	SDO1 yeast rescue Rescue 24 h
O=C(NCC1CC1)[C@@H]1C[C@H]1[C@@H](NP(=O)(c1ccccc1)c1ccccc1)c1ccccc1	-250	-0.33	-0.43
Cc1cccc(Nc2nc3c(s2)CCCC3)c1	41	-1.6	-1.8
CC(=O)c1c(C)[nH]c(C(=O)Nc2cc(S(=O)(=O)N(C)C)ccc2C)c1C	-47	nt	nt
C/C(=N\NC(=O)COc1ccc(C(C)(C)C)cc1)c1ccccc1	-7	nt	nt
Cc1cccc(C)c1OCC(=O)N/N=C/c1cc2c(cc1[N+](=O)[O-])OCO2	16	-1.6	-1.2
O=C(Oc1ccc2cc(Br)ccc2c1)c1cccnc1	3	-1.4	-0.49
CCCC1=NN2C(=N)/C(=C\c3ccc(SCc4ccco4)o3)C(=O)N=C2S1	19	-0.46	-0.98
Cc1ccc(N/C=C(\C#N)c2ccc(OCCCF)cc2)cc1	nt	-0.14	0.53
CCOc1ccc(C(=O)Nc2nccs2)cc1[N+](=O)[O-]	40	0.54	0.65
Cc1nn(C)c(Oc2cccc(Cl)c2)c1C(=O)Nc1ccc(F)cc1	3	-0.42	-1.1

The list is partial; rates above refer to the full screens.
